Screening results as filed in PubChem BioAssay.
AmpC inh no detg: qHTS Inhibitors of AmpC Beta-Lactamase (assay without detergent); AmpC nitrocefin hydrolysis, absorbance 480 nm, 0.0001% Triton; Potency, µM (doses to about 57.1 µM), for the others: at the top dose activity change, negative = inhibition, usual class: inhibitors; actives 0.52% (n = 330,000);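 note: potency is the fitted concentration of half-maximal effect; plate controls were no compound for no effect and no enzyme for full effect; nearly all actives have a fitted effect of over 20% in size; some results filed as inactive show a strong effect at the top dose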
Target sequence (P00811 whole entry, looked up): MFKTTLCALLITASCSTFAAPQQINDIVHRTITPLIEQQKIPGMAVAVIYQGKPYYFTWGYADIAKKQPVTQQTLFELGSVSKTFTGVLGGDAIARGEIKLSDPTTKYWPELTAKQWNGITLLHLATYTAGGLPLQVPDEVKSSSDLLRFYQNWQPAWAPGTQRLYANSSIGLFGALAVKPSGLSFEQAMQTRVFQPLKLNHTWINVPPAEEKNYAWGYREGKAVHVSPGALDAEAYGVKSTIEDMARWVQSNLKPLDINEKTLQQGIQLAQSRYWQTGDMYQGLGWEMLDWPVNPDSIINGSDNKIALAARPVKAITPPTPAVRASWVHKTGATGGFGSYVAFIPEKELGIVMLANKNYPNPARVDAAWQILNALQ
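20 mM phosphate pH 7.0 + 0.01% (detergent screen) or 0.0001% Triton X-100; 5.3 nM AmpC reagent; cpd preinc 15 min RT; nitrocefin (800 uM stock) to start; A480 q20 s × 4 min; Activity was normalised to no-enzyme and no-compound control wells.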
TbPYK inhibitor: qHTS of Trypanosoma Brucei Inhibitors; pyruvate kinase (Trypanosoma brucei), Q57TT1; TbPYK enzyme, Kinase-Glo Plus ATP luminescence, 45 min; Potency, µM (doses to about 76.8 µM), inactives show at the highest dose activity, negative = inhibition, actives largely listed as inhibitors; actives 0.12% (n = 410,000); AID 624173, 2012; note: potency is the fitted concentration of half-maximal effect; nearly all actives have a fitted effect of over 50% in size
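T. brucei PYK with substrate was exposed to pin-transferred compounds across a concentration series, then started with 130 uM ADP (final). After 45 min at room temperature, Kinase-Glo Plus luminescence was read, normalized and curve-fitted.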
Sm TGR inh: qHTS Assay for the Inhibitors of Schistosoma Mansoni Peroxiredoxins | Schistosoma mansoni thioredoxin glutathione reductase (TGR), Q962Y6 | purified TGR, DTNB reduction, TNB absorbance 405 nm | Potency, µM (titrated, usually from 114 µM), inactives show at the highest dose activity change, negative = inhibition, hits mostly inhibitors | actives 3% (n = 360,000); note: potency is the fitted concentration of half-maximal effect; nearly all actives have a fitted effect of over 60% in size
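TGR 20 nM + NADPH 100 uM (dispensed conc.), cpd preinc 15 min RT; start with NADPH (500 uM addition) then DTNB (15 mM addition). Kinetic TNB absorbance, 405 nm filter. Four-parameter Hill fit across titration.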
LmPK inhibitor: qHTS Assay for Inhibitors of Leishmania Mexicana Pyruvate Kinase (LmPK); Q27686; Potency, µM (highest dose often 57.5 µM), without a hit: top-dose activity change, negative = inhibition, actives largely listed as inhibitors; purified LmPK, Kinase-Glo ATP luminescence, 1 h; actives 0.37% (n = 290,000); note: potency is the fitted concentration of half-maximal effect
Target sequence (Q27686 whole entry, looked up): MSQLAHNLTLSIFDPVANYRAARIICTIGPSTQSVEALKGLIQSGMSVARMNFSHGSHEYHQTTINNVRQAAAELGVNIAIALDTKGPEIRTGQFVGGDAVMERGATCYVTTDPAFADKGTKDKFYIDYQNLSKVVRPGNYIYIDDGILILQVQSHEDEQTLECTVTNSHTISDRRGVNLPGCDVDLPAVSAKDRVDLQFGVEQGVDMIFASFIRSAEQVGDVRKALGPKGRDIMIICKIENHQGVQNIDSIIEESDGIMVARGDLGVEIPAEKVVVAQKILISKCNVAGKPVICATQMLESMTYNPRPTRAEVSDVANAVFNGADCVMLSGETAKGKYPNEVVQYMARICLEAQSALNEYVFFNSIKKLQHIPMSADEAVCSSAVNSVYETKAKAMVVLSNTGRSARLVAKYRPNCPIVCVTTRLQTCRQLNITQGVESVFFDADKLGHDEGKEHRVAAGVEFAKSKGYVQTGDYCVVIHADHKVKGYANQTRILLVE
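Purified LmPK (0.1 nM) with 0.5 mM PEP and 0.1 mM ADP in imidazole buffer pH 7.2 with MgCl2/KCl, 1 h at room temperature. ATP formed was read by luciferase luminescence and normalized to no-enzyme and uninhibited controls.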
HCMV inh: qHTS Assay for inhibitors of the human cytomegalovirus (HCMV). actives 4.5% (n = 410,000). activity change, negative = inhibition, % at 57.5 µM. HFF cells, HCMV-luciferase reporter, 72 h; stronger effect = lower value; in the data active = activity change below about -60%; inconclusive = no clear call, values can overlap the other calls; inactive = above about -39%
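Cell-based, HFFs, 1000 cells/well, 16 h 37C; cpds in DMSO + HCMV-luc, MOI 1 PFU/cell; 72 h 37C; OneGlo luminescence after 5 min RT; norm. to buffer vs Salinomycin 10uM.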
AmpC inh detg: qHTS Inhibitors of AmpC Beta-Lactamase (assay with detergent). AmpC hydrolysis of nitrocefin, absorbance 480 nm, 0.01% Triton. Potency, µM (doses to about 114 µM), inactives show at the highest dose activity change, negative = inhibition, most hits filed as inhibitors. P00811. actives 0.041% (n = 370,000);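 note: potency is the fitted concentration of half-maximal effect; 0% = no-compound wells and -100% = no-enzyme wells; nearly all actives have a fitted effect of over 25% in size; some results filed as inactive show a strong effect at the top dose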
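AmpC (5.3 nM in the dispensed reagent) in 20 mM phosphate pH 7.0 with 0.01% (detergent screen) or 0.0001% Triton X-100 was preincubated with compounds for 15 min at room temperature. Nitrocefin was then added from an 800 uM solution, and hydrolysis was followed at 480 nm.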
AMA1-RON2 inh: qHTS for Inhibitors of AMA1-RON; Towards Development of Antimalarial Drug Lead: Primary Screen; actives 0.2% (n = 360,000); Potency, µM (top dose mostly 58.2 µM), for inactives: at the highest dose activity change, negative = inhibition, actives largely listed as inhibitors; Plasmodium falciparum AMA1 (3D7) - RON2 peptide interaction; AlphaScreen AMA1-biotinylated RON2 peptide binding;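 note: potency is the fitted concentration of half-maximal effect; 0% = vehicle wells and -100% = peptide control; nearly all actives have a fitted effect of over 45% in size; some results filed as inactive show a strong effect at the top dose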
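AMA1 (3D7) with his tag at 25 nM final met compounds first, then biotinylated RON2 peptide at 25 nM; detection used donor plus acceptor beads, 10 µg/mL apiece, read by AlphaScreen after 30 min at room temperature.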
Numbers without * were called inactive; ? = inconclusive; · = not tested or not shown; [ ] = another dose, or the depositor's remark. Unless noted, calls come from the whole dose curve; as a rule, active = well fitted curve in the direction sought with a large enough effect; inconclusive = small, poorly fitted or top-dose-only effect, or another doubt; inactive = no such curve, though single readings can be large; an effect the other way counts as inactive or inconclusive. Unless noted, % is set by controls: 0 for no effect and ±100 for the full control effect. Compounds were not picked by outcome. About 7.4% of those tested had a hit in this group.

SMILES	AmpC inh no detg	TbPYK inhibitor	Sm TGR inh	LmPK inhibitor	HCMV inh	AmpC inh detg	AMA1-RON2 inh
COc1ccc(CNC(=O)Nc2nc(C(N)Cc3ccc(Cl)cc3)cs2)cc1 (stereo not given)	·	0%	·	·	7	·	77%[activator]
Cc1ccccc1NC(=O)COC(=O)c1ccc(S(=O)(=O)N2CCCCCC2)cc1	-14%	2%	3%	·	-2	?	0%
COc1ccc(NC(=O)CSCC(=O)NCCc2ccccn2)cc1	-18%	0%	1%	3%	43	-9%	53%[activator]
Cc1ccc(-c2noc(CCCC(=O)NCc3ccco3)n2)cc1	·	-1%	-2%	·	-6	16%	·
CN(CC(=O)NC(=O)NCc1ccccc1)Cc1cccc(Cl)c1Cl	-10%	-10%	-1%	1%	-9	-12%	-7%
COc1ccc(Cl)cc1NC(=O)CSc1nc2[nH]ncc2c(=O)[nH]1	·	-2%	·	·	-3	·	9%
COc1ccc(CNC(=O)c2ccc(CS(=O)(=O)c3ccccc3C)o2)cc1	3%	3%	0%	1%	-37	0%	3%
O=C(O)CC1(CC(=O)Nc2ccc3c(c2)C(=O)OC3)CCCCC1	-12%	0%	8%	4%	18	3%	-7%
COC(=O)Cn1ncc2c(C)n(Cc3ccccc3)c(C)c2c1=O	15%	1%	-14%	2%	19	-9%	-3%
CCOc1ccc(N(CC(=O)Nc2c(C)n(C)n(-c3ccccc3)c2=O)S(=O)(=O)c2ccc(F)cc2)cc1	58%	0%	5%	1%	-66*	1%	-5%
CCOCCCNC(=O)c1c[nH]c2cc(C)ccc2c1=O	7%	-1%	-1%	-4%	15	-14%	-7%
Cc1ccc(S(=O)(=O)c2nc(-c3cccc(C)c3)oc2N2CCN(c3ccccc3)CC2)cc1	·	6%	10%	·	-1	-1%	·
COc1cccc(NC(=O)COC(=O)c2ccccc2C(=O)N2CCN(c3ccccc3)CC2)c1	33%	-3%	-5%	-3%	?	-7%	-11%
Cc1cc(N2CCN(Cc3ccc4c(c3)OCO4)CC2)n2ncnc2n1	-5%	-3%	-1%	-5%	-10	7%	-1%
COc1ccc(-c2ccc(C(c3c(C)[nH][nH]c3=O)c3c(C)[nH][nH]c3=O)o2)c([N+](=O)[O-])c1	-27%	-7%	28µM*	-7%	21	-7%	49%[activator]
CCCS(=O)(=O)NC(=O)C1(C)CCCN(C(=O)c2ccc3snnc3c2)C1 (stereo not given)	·	0%	·	·	22	·	0%
Cc1cc(C)c2nc(NCCCNC(=S)NCCCN(C)C)c(C#N)cc2c1	99%[activator]	0%	4%	3%	-7	7%	14%
CC(C)C[C@H](N)c1nnc(S(=O)(=O)Cc2ccc(F)cc2)o1	2µM*	4%	1µM*	5%	·	1.4µM*	3%
Cc1cn([C@H]2C[C@H](O)[C@@H](CCC(=O)NCCc3cnc[nH]3)O2)c(=O)[nH]c1=O	·	2%	·	·	-20	·	-13%
CN1CCN(c2ccccc2NC(=O)c2ccc(-c3ccccc3[N+](=O)[O-])o2)CC1	75%[activator]	-12%	3%	2%	4	-6%	-13%
Cc1ccc2c(c1)c1c(n2CC(O)CN2C(=O)CNC2=O)C(=O)CCC1 (stereo not given)	32%	3%	-4%	-14%	-2	?	-2%
Cc1cc(C)nc(NC=C2C(=O)OC(C)(C)OC2=O)n1	-9%	2%	2%	0%	11	-1%	-2%
O=C1CC(C(=O)Nc2ccccc2)N=C(N2CCOCC2)N1 (stereo not given)	-14%	-3%	2%	-4%	-7	3%	-5%
CCCn1nnnc1SCC(=O)NNC(=O)c1ccco1	-12%	-1%	2%	9%	61	3%	-3%
CCc1ccc(OC(C)C(=O)Nc2ccc(S(=O)(=O)Nc3nccs3)cc2)cc1 (stereo not given)	-19%	3%	8%	-1%	-24	8%	-5%
COCc1ccc(C(=O)N2CCC(CCC(=O)Nc3cccc(C)c3)CC2)s1	-31%	-5%	?	0%	6	8%	-12%
O=C(Nc1ccccc1Cl)OC1CN2CCC1CC2 (stereo not given)	-17%	2%	5%	-5%	9	?	-14%
O=C(O)[C@@H](O)c1ccccc1	-24%	-4%	11%	14%	-18	?	-2%
Cc1ccc(SCC(=O)Nc2ccc(S(N)(=O)=O)cc2)cc1	-36%	1%	6%	5%[11.5 µM]	1	3%	-6%
CCc1nnc(NC(=O)c2oc3ccccc3c2COC(C)C)s1	-1%	3%	·	·	?	·	5%
COc1ccc(NC(=O)CN2CCN(CC#N)CC2)cc1	0%	4%	-8%	-5%	72	-2%	-3%
CC(C)C[C@@]12C(=O)N(c3cccc(Cl)c3)C(=O)N1[C@H](c1ccc(Br)cc1)[C@@H]1C(=O)N(C(C)(C)C)C(=O)[C@@H]12	-7%	4%	2%	·	-32	-15%	-1%
O=C(Cn1c(=O)n(Cc2nc(-c3ccccc3)no2)c(=O)c2cc3c(cc21)OCO3)Nc1ccccc1	·	2%	9%	·	-10	22%	·
COCCNC(=O)CS(=O)Cc1nc(-c2ccc(OC)cc2)oc1C (stereo not given)	-10%	-7%	-28%	-3%	44	?	-7%
O=C(COc1ccc(Cl)cc1)NC1CCSC1=O (stereo not given)	-27%	-4%	29%	-6%	-2	?	6%
O=C(c1cccc(S(=O)(=O)N2CCOCC2)c1)N1CCN(S(=O)(=O)c2cccc([N+](=O)[O-])c2)CC1	103%[activator]	-4%	-12%	·	-6	-19%	15%
NC(=O)C1(N2CCCCC2)CCN(C(=S)Nc2ccccc2)CC1	-44%	0%	-14%	-6%	-20	-9%	4%
c1ccc(Cn2c(CNc3nc4ccccc4n3CCN3CCOCC3)nc3ccccc32)cc1	128%[activator]	-3%	0%	3%	-27	?	15%
COc1ccc(Cn2c(C)cc3c(c2=O)C(c2cccs2)C(C#N)=C(N)O3)cc1OC (stereo not given)	-4%	2%	3%	-1%	-3	-1%	-4%
C[C@H]1CN([C@@H](C)CO)C(=O)c2cc(Br)cnc2O[C@H]1CN(C)Cc1ccc(Oc2ccccc2)cc1	·	2%	·	·	-22	·	-12%
CCOC(=O)C1C(=O)N(C)C2(C)CC1c1cc(OC)ccc1O2 (stereo not given)	-5%	1%	0%	-8%	39	-10%	1%
CC1CCCN(c2nc3c(-c4ccc(Cl)cc4)nnn3c3ccccc23)C1 (stereo not given)	·	-7%	3%	·	13	9%	·
CC1(C)C2CCC1(C)C(NC1=NCCC1)C2 (stereo not given)	-18%	0%	1%	0%	22	-3%	21%
COc1cn(CC(=O)Nc2cc(C)ccc2C)c(CN2CCCCC2)cc1=O	·	4%	-3%	·	-13	-7%	·
CC(Oc1ccc(Cl)cc1Cl)C(=O)NC1CCSC1=O (stereo not given)	-30%	4%	-3%	-5%	-18	-10%	24%
COc1ccc(NC(=O)C(NC(=O)c2ccc(=O)[nH]c2)c2ccccc2)cc1 (stereo not given)	0%	-18%	-9%	-2%	-10	?	-10%
CCc1nnc(NC(=O)CSCc2cc(=O)n3ccsc3n2)s1	1%	-9%	-14%	8%	?	-7%	1%
CCCN(CC(=O)Nc1ccccc1C)C(=O)c1ccc(OCc2c(C)noc2C)cc1	41%	0%	-2%	·	5	?	0%

Some of the entries so far, field by field:
c1ccc(Cn2c(CNc3nc4ccccc4n3CCN3CCOCC3)nc3ccccc32)cc1
  AmpC inh no detg: 128%[activator]
  TbPYK inhibitor: -3%
  Sm TGR inh: 0%
  LmPK inhibitor: 3%
  HCMV inh: -27
  AmpC inh detg: ?
  AMA1-RON2 inh: 15%
COc1cn(CC(=O)Nc2cc(C)ccc2C)c(CN2CCCCC2)cc1=O
  AmpC inh no detg: ·
  TbPYK inhibitor: 4%
  Sm TGR inh: -3%
  LmPK inhibitor: ·
  HCMV inh: -13
  AmpC inh detg: -7%
  AMA1-RON2 inh: ·
CCc1nnc(NC(=O)CSCc2cc(=O)n3ccsc3n2)s1
  AmpC inh no detg: 1%
  TbPYK inhibitor: -9%
  Sm TGR inh: -14%
  LmPK inhibitor: 8%
  HCMV inh: ?
  AmpC inh detg: -7%
  AMA1-RON2 inh: 1%

Next results:
SMILES	AmpC inh no detg	TbPYK inhibitor	Sm TGR inh	LmPK inhibitor	HCMV inh	AmpC inh detg	AMA1-RON2 inh
Cc1cc([N+](=O)[O-])nn1Cc1noc(C(=O)NCCCn2ccnc2)n1	-9%	-13%	-5%	-6%	-12	-7%	-12%
NC(=O)c1ccsc1NC(=O)COC(=O)C1CCCN1C(=O)c1cccs1 (stereo not given)	-18%	-3%	-1%	9%	-7	7%	-10%
CN(C(=O)COC(=O)c1ccc(Cl)cc1N)C1CCS(=O)(=O)C1 (stereo not given)	-6%	-6%	0%	0%	5	-6%	5%
CC(C)(C)OC(=O)N1CCC(c2c(C(=O)N3CCc4ccccc4C3)cnn2-c2ccc(F)cc2)CC1	·	-1%	-3%	·	7	-2%	·
COc1ccc(/C=N/NC(=O)c2ccncc2)cc1CN1CCCc2ccccc21	59%	-3%	-21%	5%	47	-4%	?
S=C1NC2(CCS1)Oc1ccccc1C1CC(c3ccccc3)=NN12 (stereo not given)	-44%	·	5%	2%	·	6%	·
C[C@@H]1CN([C@H](C)CO)C(=O)CCCn2nncc2CO[C@H]1CN(C)Cc1ccc(O)cc1	·	1%	·	·	-7	·	-2%
COc1cc(OC)cc(-c2nnc(SCC(=O)N3CCCC3)o2)c1	-1%	-10%	4%	-7%	26	-8%	6%
O=C(/C=C/[C@H]1O[C@@H](n2ccc(=O)[nH]c2=O)[C@H](O)[C@@H]1O)NCCc1cccs1	·	4%	·	·	18	·	10%
CCc1nnc(NC(=O)c2cc(S(=O)(=O)N3CCOCC3)ccc2N2CCCCC2)s1	175%[activator]	1%	3%	0%	-28	1%	-4%
CCN(CC)c1ccc(NC(=O)COC(=O)COc2ccccc2[N+](=O)[O-])cc1	-20%	-20%	-3%	0%	73	-2%	?

Of the compounds above, these have bromine:
SMILES	AmpC inh no detg	TbPYK inhibitor	Sm TGR inh	LmPK inhibitor	HCMV inh	AmpC inh detg	AMA1-RON2 inh
CC(C)C[C@@]12C(=O)N(c3cccc(Cl)c3)C(=O)N1[C@H](c1ccc(Br)cc1)[C@@H]1C(=O)N(C(C)(C)C)C(=O)[C@@H]12	-7%	4%	2%	·	-32	-15%	-1%
C[C@H]1CN([C@@H](C)CO)C(=O)c2cc(Br)cnc2O[C@H]1CN(C)Cc1ccc(Oc2ccccc2)cc1	·	2%	·	·	-22	·	-12%
